Compound activity: PubChem BioAssay, National Center for Advancing Translational Sciences (NCATS)
MCF10A rerep: inducers of DNA re-replication in MCF 10A breast cells | MCF 10A DNA re-replication, Hoechst nuclear intensity, 48 h | Potency, µM (highest dose often 46.1 µM), for the others: top-dose activity, positive = re-replication, most hits filed as activators | hit rate 2.9% among 350,000 | AID 624296; also: potency is read from the fitted curve at half-maximal effect; % of control where 0% means no effect; nearly all actives have a fitted effect of over 50% in size
SW480 rerep: induces DNA re-replication in SW480 colon adenocarcinoma cells | Potency, µM (series often up to 46.1 µM), inactives show top-dose re-replication activation, most hits filed as activators | hit rate 1.8% among 340,000 | SW480 DNA re-replication, Hoechst DNA content imaging, 48 h | AID 624297; also: potency is read from the fitted curve at half-maximal effect; % of control where 0% means no effect; nearly all actives have a fitted effect of over 55% in size
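Hoechst fluorescence of nuclei (405 nm excitation, 500-530 nm emission) measured by plate-scanning imager after 48 hr compound exposure at 37 C; re-replication scored as increased number of nuclei with elevated intensity.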
KB-3-1 cytotox: KB-3-1 parental cell cytotoxicity; KB-3-1 viability, CellTiter-Glo ATP luminescence, 72 h; Potency, µM (highest dose often 46.1 µM), for inactives: at the top dose activity change, negative = cytotoxic, actives largely listed as cytotoxic; hit rate 1.4% among 400,000; also: potency is read from the fitted curve at half-maximal effect; % is scaled to controls: 0 for no effect and ±100 for the full control effect; nearly all actives have a fitted effect of over 60% in size
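Parental KB-3-1 adenocarcinoma cells in phenol-red-free DMEM with 10% FBS were pin-treated with compounds at several concentrations, incubated 72 h at 37 °C, and viability read by CellTiter-Glo luminescence; concentration-effect curves were fitted after normalization.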
HepG2 viability: kills HepG2 cells in TGF-b inhibitor counter-screen. HepG2 CAGA-GFP viability, ATP luminescence, 18 h. Potency, µM (titrated, usually from 46.1 µM), for inactives: at the highest dose activity change, negative = cytotoxicity, hits mostly cytotoxic. hit rate 0.76% among 410,000. AID 588856; also: potency is read from the fitted curve at half-maximal effect; some results filed as inactive show a strong effect at the top dose
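HepG2 CAGA-GFP cells (1000/well, DMEM with 1% FBS) received compound, then TGF-beta at 500 pg/mL final, and were incubated 18 hours at 37 degrees C. Viability was read by CellTiter-Glo luminescence. Media-only wells were set as complete cell-killing and DMSO as no toxicity.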
IL-1B inflam inh: inhibitors of inflammasome signaling (IL-1 beta secretion). activity change, % at 57.5 µM. hit rate 4.7% among 360,000. THP-1 LPS/ATP IL-1B secretion, AlphaLISA, 16 h; active compounds read low; in the data active = activity change below about -50%; inconclusive = mostly about -30% to -49%; also: % is scaled to controls: 0 for no effect and ±100 for the full control effect
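Secreted IL-1B measured by AlphaLISA bead assay after 16 h compound exposure of THP-1 cells; compounds (final up to 57.5 uM) added 1 h before LPS (250 ng/mL) and ATP (1.25 mM) stimulation; lower signal means less secretion.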
ATXN2 expr inh: ATXN2 expression inhibition; HEK-293 ATXN2-luciferase reporter, luminescence, 24 h; Potency, µM (series often up to 57 µM), for inactives: at the top dose activity change, negative = inhibition, usual class: inhibitors; hit rate 0.72% among 360,000; also: potency is read from the fitted curve at half-maximal effect; % is scaled to controls: 0 for no effect and ±100 for the full control effect; nearly all actives have a fitted effect of over 55% in size
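ATXN2-luciferase reporter cells (luciferase flanked by upstream and downstream ATXN2 gene portions) were treated 24 h at 37 °C with compounds at up to 57 uM. SteadyGlo luminescence gave expression; GF-AFC fluorescence gave viability.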
HT1080 IDH1KD tx: kills HT-1080 cells with IDH1 knockdown; Potency, µM (titrated, usually from 46.1 µM), inactives show top-dose activity, negative = toxicity, actives largely listed as cytotoxic; AID 686971; hit rate 2% among 360,000; HT-1080 IDH1 knockdown viability, ATP luminescence, 48 h;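 also: potency is read from the fitted curve at half-maximal effect; 0% = DMSO wells and -100% = cell-free medium wells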
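CellTiter-Glo luminescence after 48 h compound exposure at 37 degrees C of IDH1-knockdown HT-1080 cells in 5% FBS RPMI. %Activity scaled between DMSO wells and cell-free media wells, with curves fitted and assigned curve classes.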
S2 tox: cell viability loss in ATXN counter-screen; S2 cells (HEK-293 line with an ATXN2-luciferase reporter) viability, CellTiter-Fluor protease fluorescence, 24 h; Potency, µM (top dose mostly 56.7 µM), hits mostly cytotoxic; hit rate 0.49% among 400,000; AID 651635; also: potency is read from the fitted curve at half-maximal effect; nearly all actives have a fitted effect of over 40% in size
HT1080-NT tox: kills 2HG-producing HT-1080-NT fibrosarcoma cells | HT-1080-NT fibrosarcoma viability, CellTiter-Glo ATP luminescence, 48 h | Potency, µM (doses to about 46.1 µM), for the others: at the top dose activity, negative = less viability, usual class: cytotoxic | hit rate 1.6% among 360,000 | AID 686970;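 also: NT is the 2HG producing partner of a matched IDH1 knockdown line; potency is read from the fitted curve at half-maximal effect; 0% = DMSO-treated cells and -100% = media-only wells without cells; nearly all actives have a fitted effect of over 55% in size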
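750 cells/well, RPMI + 5% FBS; 2 h settle, compound pin-transfer, 48 h at 37 degrees C. CellTiter-Glo 10 min RT, luminescence. Normalized to DMSO and media-only wells.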
Starred values were filed as active, the others as inactive; i = inactive; ? = inconclusive; . = not tested or not shown; & = joins results of further samples; [ ] = remark or other dose. Unless noted, calls follow the shape of the dose curve; as a rule, active = well fitted curve in the direction sought with a large enough effect; inconclusive = small, poorly fitted or top-dose-only effect, or another doubt; inactive = no such curve, though single readings can be large; an effect the other way counts as inactive or inconclusive. Compounds as they come. About 8.9% of those tested had a hit in this group.

Results follow in this order: MCF10A rerep	SW480 rerep	KB-3-1 cytotox	HepG2 viability	IL-1B inflam inh	ATXN2 expr inh	HT1080 IDH1KD tx	S2 tox	HT1080-NT tox
1) Cc1c(NC(=O)CN2CC(C)OC(C)C2)c(=O)n(-c2ccccc2)n1C (stereo unspecified)
 : ?	-3%&-12%	17%&8%	11%&-5%	-9&7	-9%&4%	?	i	18%&-4%
2) COc1ccc(Cl)cc1S(=O)(=O)N1CCN(Cc2cccc(F)c2)CC1
 : .	.	4%	-41%	.	9%	.	i	.
3) CC(=O)Nc1ccc(NC(=O)COc2cc(C)cc3oc(=O)cc(C)c23)cc1
 : 1%	1%	12%	4%	13	8%	9%	i	1%
4) COc1ccc2nc(C)cc(Nc3ccc(Cl)c(Cl)c3)c2c1
 : .	.	?	11µM*	.	25µM*	.	22µM*	.
5) O=S(=O)(Nc1ccc(-c2cnco2)cc1)c1ccccc1
 : -2%	-2%	4%	21%	-24	.	13%	i	10%
6) Cc1cc(C)c(S(=O)(=O)N2CCCCC2)c(C)c1N(C)S(=O)(=O)c1ccc(Cl)cc1
 : 1%	7%	?	-3%	-6	-8%	-7%	i	-14%
7) CCOc1ccccc1CN1CCNC(=O)C1CC(=O)NCc1ccccn1 (stereo unspecified)
 : 1%	14%	-12%	-5%	0	-1%	-1%	i	-1%
8) O=C(CSc1nnc(Nc2ccccc2)s1)NCCN1C(=O)CSC1=O
 : 3%	-3%	2%	4%	11	-5%	3%	i	-6%
9) CCOC(=O)N1CCC(NC(=O)c2sc3nc4n(c(=O)c3c2C)CCCC4)CC1
 : 0%	-3%	11%	-10%	-9	-1%	7%	i	7%
10) CN(C(=O)CSc1nnc(-c2ccccc2F)o1)C1CCCCC1
 : .	.	3%	-13%	.	42%[activator]	.	i	.
11) CCN(CC)c1ccc(C2C(C(=O)OCCOC(C)C)=C(C)NC3=C2C(=O)CCC3)cc1 (stereo unspecified)
 : -6%	-3%[9.22 µM]	-26%	-25%	-4	-5%	2%	?	3%
12) COc1cc(/C=C(\C(=O)O)c2ccc(S(=O)(=O)N3CCCC3)s2)cc(OC)c1
 : 1%	-60%[inhibitor]	13%	6%	14	7%	6%	i	18%
13) CC(=O)Nc1ccc(S(=O)(=O)Nc2ccc(C)c([N+](=O)[O-])c2)cc1
 : 2%	0%	-1%	20%	23	.	0%	i	3%
14) Cc1ccccc1C(O)c1ccncc1 (stereo unspecified)
 : -14%	-1%	2%	18µM*	8	-5%	5%	i	24%
15) c1cc2c(cc1-c1csc(NNC3=NCCCCC3)n1)OCCO2
 : 1%	-3%	-20%	-3%	-102*	-18%	-14%	?	-27%
16) O=C1CC(N2CCN(S(=O)(=O)c3ccc(Cl)cc3)CC2)C(=O)N1CCc1ccccc1 (stereo unspecified)
 : 16%	-1%	-1%	-2%	3	6%	1%	i	3%
17) CCc1noc(C)c1C(=O)N(C)CC(=O)Nc1ccc(Br)cc1C
 : -1%	0%	11%	-34%	0	1%	-1%	i	-3%
18) Cc1ccc(S(=O)(=O)N(Cc2cc3ccc(C)cc3[nH]c2=O)c2ccccc2)cc1
 : 5%	-5%	-1%	8%	17	22%	-1%	i	3%
19) CCOc1ccccc1C(=O)N[C@H](C(=O)OCC(=O)Nc1nnc(-c2ccccc2)o1)C(C)C
 : 76%	21%	17%	-18%	30	-9%	-1%	i	1%
20) CCOc1cccc2sc(=NC(=O)c3ccc(S(=O)(=O)N4CCOCC4)cc3)n(C)c12
 : ?	6%	3%&-1%	-6%&-36%	18	13%&1%	-6%	i	4%
21) COc1ccc(Cl)cc1-c1nc(SCC(=O)NC(C)C)n[nH]1
 : 1%	-2%	13%	5%	-9	6%	-8%	i	-11%
22) COc1ccccc1NC(=O)Nc1nc2ccc(S(N)(=O)=O)cc2s1
 : ?	1%	15%	7%	-18	25%	-1%	i	-5%
23) O=C(NCCN1CCCCCC1)C1CCN(S(=O)(=O)N2CCOCC2)CC1
 : -6%	-6%	1%	14%	-2	13%	1%	i	8%
24) COC(=O)c1cc(C(=O)OCC(=O)c2ccc3c(c2)NC(=O)CO3)cc([N+](=O)[O-])c1
 : 0%	-4%	?	-4%	9	4%	9%	i	1%
25) CCc1nc(N)nc2c1C(=O)CC(C)(C)C2
 : -8%	?	-1%	0%	-8	-4%	-7%	i	-3%
26) Cc1nc(CS(=O)(=O)c2ccccc2)cc(N2CCOCC2)n1
 : ?	?	0%	1%	46	40%[activator]	-5%	i	-4%
27) CCc1ccc(-c2nc(CS(=O)CC(=O)NCc3ccc4c(c3)OCO4)c(C)o2)cc1 (stereo unspecified)
 : 7%	-12%	-2%	-2%	25	2%	-14%	i	0%
28) C[C@H](CO)N1C[C@H](C)[C@H](CN(C)C)Oc2ccc(NS(=O)(=O)c3ccc(F)cc3)cc2CC1=O
 : 36%	3%	-3%	0%	-9	2%	10%	i	7%
29) C[C@@H]1CN([C@@H](C)CO)C(=O)CCCn2nncc2CO[C@@H]1CN(C)S(=O)(=O)c1cn(C)cn1
 : .	.	1%	1%	4	0%	-11%	i	12%
30) O=c1cc(C(F)(F)F)c2sc(N3CCCCC3)nc2[nH]1
 : 13%	2%	4%	-14%	10	19%	-7%	i	-4%

(further entries)
Results follow in this order: MCF10A rerep	SW480 rerep	KB-3-1 cytotox	HepG2 viability	IL-1B inflam inh	ATXN2 expr inh	HT1080 IDH1KD tx	S2 tox	HT1080-NT tox
31) CC(=O)c1sccc1NC(=O)CC(C)(C)CC(=O)O
 : 0%	-11%	8%	5%	33	16%	9%	i	16%
32) CCOC(=O)CN(C(=O)CSc1nnc(COc2ccc(OC)cc2)n1CC)c1ccccc1
 : -4%	-4%	-2%	10%	-5	0%	0%	i	-7%
33) CCOc1ccc(CC(=O)Nc2c(C(=O)c3ccccc3)oc3ccc(OC)cc23)cc1OCC
 : .	.	22%	-18%	.	13%	.	i	.
34) CN(C)NC(=S)Nc1ccc(S(=O)(=O)N2CCCCC2)cc1
 : -6%	-128%[inhibitor]	-1%	0%	4	-30%	-2%	i	-16%
35) N#CCCN(C(=O)COC(=O)c1cccc(S(=O)(=O)Nc2ccc([N+](=O)[O-])cc2)c1)c1ccccc1
 : ?	-8%	-4%	-14%	7	8%	1%	i	-5%
36) CCOC(=O)C1CCN(C(=O)c2ccc3c(SCC(=O)O)c4c(nc3c2)CCCC4)CC1
 : 0%	?	0%	-4%	14	1%	2%	i	3%
37) C=CCOc1ccc2nc(NC(=O)OC)[nH]c2c1
 : 1.5µM*	1.3µM*	0.65µM*	10%	41	8%	1.8µM*	?	?
38) O=C(CCC(=O)N(CC(=O)NC1CCCCC1)Cc1ccc(F)cc1)Nc1nccs1
 : -2%	-7%	-1%	0%	0	-14%	26%	i	13%
39) CC(=O)Nc1ccc(C(=O)OCC(=O)c2ccc(S(=O)(=O)N3CCCCC3)cc2)cc1
 : ?	?	0%	-2%	-3	5%	?	i	-7%
40) CC1(C)Cc2c(C#N)c(N3CCN(C(=O)c4ccccc4)CC3)nc(Cc3ccccc3)c2CO1
 : 3%	7%	?	27%	-51*	-2%	?	i	?
41) Cc1nc2cc(NC(=O)CS(=O)(=O)c3ccc(F)cc3)ccc2s1
 : ?	-5%	3%	-4%	-14	3%	-8%	i	-4%
42) CCc1noc(C)c1C(=O)Nc1cc(Cl)ccc1-n1cncn1
 : 0%	-9%	0%	-19%	14	2%	7%	i	14%
43) Cc1cc2c(c(=O)n1Cc1ccccn1)C(C(C)C)C(C#N)=C(N)O2 (stereo unspecified)
 : 3%	-28%	22%	-3%	-4	5%	5%	?	3%
44) Cc1ccccc1-c1cnc2c(c1)C(=O)N([C@H](C)CO)C[C@@H](C)[C@H](CN(C)C(=O)c1ccncc1)O2
 : .	.	2%	7%	-6	0%	10%	i	11%
45) Cc1ccc(C(=O)COC(=O)CN2C(=O)C3CC=CCC3C2=O)cc1[N+](=O)[O-] (stereo unspecified)
 : 3%	-6%	16%	12%	23	-3%	-1%	i	7%

Looked up by structure from the list above:
Results follow in this order: MCF10A rerep	SW480 rerep	KB-3-1 cytotox	HepG2 viability	IL-1B inflam inh	ATXN2 expr inh	HT1080 IDH1KD tx	S2 tox	HT1080-NT tox
43) Cc1cc2c(c(=O)n1Cc1ccccn1)C(C(C)C)C(C#N)=C(N)O2 (stereo unspecified)
 : 3%	-28%	22%	-3%	-4	5%	5%	?	3%
34) CN(C)NC(=S)Nc1ccc(S(=O)(=O)N2CCCCC2)cc1
 : -6%	-128%[inhibitor]	-1%	0%	4	-30%	-2%	i	-16%

Compounds listed so far with a nitro group on carbon:
Results follow in this order: MCF10A rerep	SW480 rerep	KB-3-1 cytotox	HepG2 viability	IL-1B inflam inh	ATXN2 expr inh	HT1080 IDH1KD tx	S2 tox	HT1080-NT tox
13) CC(=O)Nc1ccc(S(=O)(=O)Nc2ccc(C)c([N+](=O)[O-])c2)cc1
 : 2%	0%	-1%	20%	23	.	0%	i	3%
24) COC(=O)c1cc(C(=O)OCC(=O)c2ccc3c(c2)NC(=O)CO3)cc([N+](=O)[O-])c1
 : 0%	-4%	?	-4%	9	4%	9%	i	1%
35) N#CCCN(C(=O)COC(=O)c1cccc(S(=O)(=O)Nc2ccc([N+](=O)[O-])cc2)c1)c1ccccc1
 : ?	-8%	-4%	-14%	7	8%	1%	i	-5%
45) Cc1ccc(C(=O)COC(=O)CN2C(=O)C3CC=CCC3C2=O)cc1[N+](=O)[O-] (stereo unspecified)
 : 3%	-6%	16%	12%	23	-3%	-1%	i	7%

Down the list, from the results shown.
KB-3-1 cytotox, nos. 30–33, in order: 4%, 8%, -2%, 22%
